# Screening data as filed in PubChem.
# Pf growth 96h – P. falciparum growth inhibition at 96 hours. P. falciparum luciferase reporter growth, 96 h. 320,000 compounds, 6.9% hits. Potency, µM (top dose mostly 28.7 µM), for inactives: at the top dose activity change, negative = inhibition, most hits filed as inhibitors; further: potency means the concentration at half of the fitted maximal effect; on the % scale 0 is the no-effect control and ±100 the full control effect
#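 Luminescence readout: decreased luciferase signal marks inhibited growth of reporter-expressing P. falciparum in infected red cells (2% hematocrit, 0.05% parasitemia final), exposed to compound two generations (96 h, 37 C, 5% CO2).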
# Cycloheximide cs – counter-screen hit for Shiga toxin inhibitors, cycloheximide; max response, %; AID 2314; cell reporter, cycloheximide protein synthesis inhibition counterscreen; 300,000 compounds, 12% hits; in the data active means max response mostly above about 13%, no sharp cut-off; inactive means mostly below about 14%; further: read at 38.3 µM for the half of the compounds with a filed dose; 0% is about no effect
# HCV inh – HCV inhibition. Huh7.5.1 HCVcc-Cre infection, luciferase reporter, 44 h. Potency, µM (series often up to 41.8 µM), for the others: at the highest dose activity change, negative = inhibition, usual class: inhibitors. 340,000 compounds, 3.4% hits. AID 651820; further: potency means the concentration at half of the fitted maximal effect; on the % scale 0 is the no-effect control and ±100 the full control effect
#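 Whole-lifecycle infectious HCVcc-Cre system; cells 1,000/well, compound then virus (~0.5 moi) added 4 h after plating, 44 h culture. Luciferase read 15 sec following 15 min substrate incubation, room temp.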
# Shiga toxin inh – blocks Shiga toxin action in Vero cells | inhibition, % at 38.7 µM | Vero cells, Shiga toxin protein synthesis inhibition reporter | 290,000 compounds, 9.2% hits; in the data active means inhibition mostly above about 28%, no sharp cut-off; inactive means mostly below about 43%; further: 0% is about no effect
# Tb PYK inh – blocks Trypanosoma brucei pyruvate kinase; Q57TT1; TbPYK enzyme, Kinase-Glo Plus ATP luminescence, 45 min; Potency, µM (doses to about 76.8 µM), for the others: at the highest dose activity, negative = inhibition, actives largely listed as inhibitors; 410,000 compounds, 0.12% hits; further: potency means the concentration at half of the fitted maximal effect; on the % scale 0 is the no-effect control and ±100 the full control effect; nearly all actives have a fitted effect of over 50% in size
#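 Enzyme and substrate buffer are dispensed first and compound is pin-transferred. ADP at 130 uM final then starts the reaction, which runs 45 min at room temperature. Detection reagent is added for 10 min before luminescence is imaged.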
# Pf growth 48h – inhibits P. falciparum growth in the first generation, 48 h | 310,000 compounds, 5.9% hits | Potency, µM (highest dose often 28.7 µM), for the others: top-dose activity change, negative = inhibition, actives largely listed as inhibitors | P. falciparum luciferase growth in erythrocytes, 48 h; further: potency means the concentration at half of the fitted maximal effect; on the % scale 0 is the no-effect control and ±100 the full control effect
#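 Read-out is firefly luciferase luminescence from an integrated reporter in P. falciparum, so falling signal marks reduced parasite growth. Infected erythrocytes were at 2% hematocrit and 0.1% parasitemia (final) in Albumax-supplemented RPMI 1640.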
# LmPK inh – blocks Leishmania mexicana pyruvate kinase activity; Potency, µM (series often up to 57.5 µM), for inactives: top-dose activity change, negative = inhibition, usual class: inhibitors; AID 1721; 290,000 compounds, 0.37% hits; Q27686; purified LmPK, Kinase-Glo ATP luminescence, 1 h; further: potency means the concentration at half of the fitted maximal effect; on the % scale 0 is the no-effect control and ±100 the full control effect
# Target sequence (Q27686 whole entry, looked up): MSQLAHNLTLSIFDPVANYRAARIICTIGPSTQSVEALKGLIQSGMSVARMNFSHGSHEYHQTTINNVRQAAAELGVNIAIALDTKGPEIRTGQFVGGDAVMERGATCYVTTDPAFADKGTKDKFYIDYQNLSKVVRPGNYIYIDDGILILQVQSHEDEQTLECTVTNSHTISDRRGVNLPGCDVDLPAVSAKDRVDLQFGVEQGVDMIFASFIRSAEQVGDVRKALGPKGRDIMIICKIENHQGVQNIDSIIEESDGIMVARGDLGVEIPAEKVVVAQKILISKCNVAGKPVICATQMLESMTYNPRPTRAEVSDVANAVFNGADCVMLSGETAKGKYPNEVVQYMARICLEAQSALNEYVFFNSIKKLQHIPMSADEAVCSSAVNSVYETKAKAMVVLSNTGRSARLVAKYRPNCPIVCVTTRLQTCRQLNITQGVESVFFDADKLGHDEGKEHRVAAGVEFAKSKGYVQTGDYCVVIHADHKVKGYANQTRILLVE
#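 In 50 mM imidazole pH 7.2 with 7 mM MgCl2, LmPK (0.1 nM) turned over PEP (0.5 mM) and ADP (0.1 mM) for 1 h at room temperature. Luciferase read-out of ATP.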
# * hit, by the source's call; i = inactive; ? = inconclusive; . = no result given; + = active, no number; & = joins results of further samples; [ ] = dose if it differs, or a comment. Unless noted, the call rests on the fitted dose curve; in most records, active means well fitted curve in the direction sought with a large enough effect; inconclusive means small, poorly fitted or top-dose-only effect, or another doubt; inactive means no such curve, though single readings can be large; an effect the other way counts as inactive or inconclusive.
SMILES,Pf growth 96h,Cycloheximide cs,HCV inh,Shiga toxin inh,Tb PYK inh,Pf growth 48h,LmPK inh
COc1ccc(C(=O)NNC(=O)c2ccccc2[N+](=O)[O-])cc1Br,18%,-2,-21%,17,-5%,18%,4%
O=C(Nc1nc(-c2ccccn2)cs1)C1CCCC1,?,57*,-9%,100*,-15%,?,-15%
COc1ccc(C)cc1NC(=O)COC(=O)c1ccc2c(c1)OCCO2,0%,.,-10%,.,-5%,-10%,.
COCc1cc(Sc2ccc(OC)cc2)nc(-c2ccccc2)n1,?,5,?,-8,-22%,?,-3%
Cc1ccc(N(CC(=O)O)C2SC(=O)NC2=O)cc1 (stereo unspecified),-7%,4,27%,-5,3%,2%,3%
O=S(=O)(c1ccccc1C(F)(F)F)N1CCN(CC(O)COc2ccccc2F)CC1 (stereo unspecified),?,-2,-26%,-5,-4%,-23%,1%
O=S(=O)(NCC(c1ccco1)N1CCc2ccccc2C1)c1ccc(F)cc1 (stereo unspecified),63%[activator],.,8%,.,-1%,7%,.
COc1ccc2c3c(c(=O)oc2c1)C1O[C@](c2ccsc2)(Cc2cc(C#N)ccc21)O3,27%[5.75 µM],-3,.,i,.,?,0%[11.5 µM]
N#CCCn1cc(C=C(C#N)C#N)c(-c2ccc(-c3ccccc3)cc2)n1,-30%,9,16%,11,-10%,26%,-6%
COC(=O)CCC(=O)NS(=O)(=O)c1ccc(N=NN2CCOCC2)cc1,16%,-1,12%,-4,-2%,-10%,6%
Cc1cccc(C(=O)N[C@H](C(=O)NCCc2ccc(S(N)(=O)=O)cc2)C(C)C)c1,5%,-4,11%,-8,0%,-8%,-4%
CN(C)CCOC(=O)NCC12CC3CC(CC(C3)C1)C2,28%,6,-10%,-8,-4%,4%,-11%
CCOc1ncccc1C(=O)NNC(=O)c1ccc(NS(=O)(=O)c2cccs2)cc1,13%,.,1%,.,-1%,2%,.
COc1ccccc1N1CCN(S(=O)(=O)c2c(C)[nH]c(C)c2C(=O)N2CCCCC2)CC1,0%,-2,16%,-5,3%,-13%,-14%
O=C(NNC(=O)c1ccccc1[N+](=O)[O-])c1cnccn1,.,-1,7%,-4,4%,14%,3%
CC1CCN(S(=O)(=O)c2ccc(C(=O)Nc3nnc(-c4ccncc4)o3)cc2)CC1,?,-3,?,18,1%,?,7%[11.5 µM]
COc1ccc(Cc2nc3ccc(C(=O)N(C)Cc4nccs4)cc3o2)cc1OC,?,11,?,12,1%,-5%,0%
Clc1cccc(N/N=C/c2ccc(N3CCOCC3)cc2)c1,?,38*,-28%,32,6%,-22%,1%
COC(=O)c1ccccc1NC(=S)NC(NC(=O)c1ccco1)C(Cl)(Cl)Cl (stereo unspecified),102%[activator],18,20%,-2,?,36%[activator],6%
CCCCCCCCCCCCCCCC(=O)OCC(COP(=O)(O)OCC[N+](C)(C)C)OC(=O)CCCCCCCCCCCCCCC (stereo unspecified),-11%,.,.,.,1%,-4%,.
c1ccc(-c2ccc(CNC3CC3)cc2)cc1,25%,23*,2%,21,2%,20%,6%
COc1ccc(OCCCC(=O)ON=C(N)c2ccccc2C)cc1,-18%,.,13%,.,-12%,-24%,.
COc1ccc2c(c1OC)CCC2=O,-2%,-2,5%,-7,-4%,7%,1%
COCCNC(=O)CCc1c(C)nc2c(c(C)nn2-c2ccc(C)c(C)c2)c1C,?,-5,-9%,-6,-1%,?,3%
CCN1CCC(NC(=O)Nc2cccc(C(F)(F)F)c2)CC1,68%[activator],-2,-7%,6,1%,9%,-1%

# Already shown: six of the compounds above.
SMILES,Pf growth 96h,Cycloheximide cs,HCV inh,Shiga toxin inh,Tb PYK inh,Pf growth 48h,LmPK inh
COc1ccc(C(=O)NNC(=O)c2ccccc2[N+](=O)[O-])cc1Br,18%,-2,-21%,17,-5%,18%,4%
O=C(Nc1nc(-c2ccccn2)cs1)C1CCCC1,?,57*,-9%,100*,-15%,?,-15%
COc1ccc(C)cc1NC(=O)COC(=O)c1ccc2c(c1)OCCO2,0%,.,-10%,.,-5%,-10%,.
COCc1cc(Sc2ccc(OC)cc2)nc(-c2ccccc2)n1,?,5,?,-8,-22%,?,-3%
Cc1ccc(N(CC(=O)O)C2SC(=O)NC2=O)cc1 (stereo unspecified),-7%,4,27%,-5,3%,2%,3%
O=S(=O)(c1ccccc1C(F)(F)F)N1CCN(CC(O)COc2ccccc2F)CC1 (stereo unspecified),?,-2,-26%,-5,-4%,-23%,1%

# Next results follow:
SMILES,Pf growth 96h,Cycloheximide cs,HCV inh,Shiga toxin inh,Tb PYK inh,Pf growth 48h,LmPK inh
CCCn1c(N)c(C(=O)CSc2nc(C)cs2)c(=O)[nH]c1=O,.,7,-10%,17,-4%,0%,-4%
CCOc1ccc(Nc2ccc3nonc3c2[N+](=O)[O-])cc1,-4%,-2,7%,24,18%,-9%,0%
Cc1cc(=O)[nH]c(SCC(=O)Nc2ccnc3ccccc23)n1,?,1,6%,-4,-10%,-2%,-5%
Cc1ccc(NC(=O)C2CC(=O)N(Cc3ccccc3)C2)cc1S(=O)(=O)N1CCCCCC1 (stereo unspecified),12µM*,-2,8.9µM*,-8,-5%,?,1%
Cn1c2ccccc2c(=O)c2c(O)cccc21,45%[activator],1,-24%,2,-3%,14%,-1%
CN1CC(=O)N(CC(=O)Nc2cc(Cl)cc(Cl)c2)C1=O,22%,-1,2%,-7,1%,?,-3%
Cc1ccc(S(=O)(=O)NCC(NCc2ccc(F)cc2)c2ccccc2)cc1 (stereo unspecified),?,.,13%,.,-4%,?,.
Cc1ccc(NC(=O)Cn2cc([N+](=O)[O-])nc2C)cc1C,69%[activator],-2,2%,-4,-2%,1%,-11%
CCC(c1nnnn1C(C)(C)CC)N(CCCO)Cc1cc2cccc(C)c2[nH]c1=O (stereo unspecified),-9%,-4,6%,-8,-3%,.,9%
O=C(CCCn1nnnc1CN1CCOCC1)N1CCC(c2ccc(F)cc2)C1 (stereo unspecified),7.4µM*,7,0%,-23,6%,-36%,-3%
OCCN1CCN(CC(O)COc2ccc(Cl)cc2)CC1 (stereo unspecified),9%,-1,-28%,-29,-8%,5%,0%
OCC1(Cc2ccccc2)CCCN(Cc2ccc(-c3ccco3)cc2)C1 (stereo unspecified),?,2,0%,-6,-4%,?,3%
CC1=C/C(=N\N=C2\NC(=O)C(CC(=O)Nc3ccccc3)S2)CC(C)(C)C1 (stereo unspecified),-18%,-4,14%,-3,-3%,-1%,1%
C=CCn1c(SCn2nnc3ccccc3c2=O)nnc1-c1ccc(F)cc1,?,-4,-16%,10,2%,-22%,-6%
Cc1cc(N2C(=O)C(O)=C(C(=O)c3ccco3)C2c2cccc(Oc3ccccc3)c2)no1 (stereo unspecified),1%,10,14%,-2,0%,-12%,6%
CCc1ccccc1NC(=O)Nc1ccc(F)cc1F,?,-1,-12%,2,0%,-11%,-6%
CC(C)C(=O)N1CCC2(CC1)Oc1ccc(F)cc1C(=O)C21CC(c2ccc(Cl)cc2)=NO1 (stereo unspecified),?,-1,-6%,-6,4%,?,2%
COc1cccc(NC(=O)CCNC(=O)c2ccccc2Cl)c1,0%,15,-11%,8,0%,0%,0%
CCOc1ccc(C2C(C(=O)c3ccco3)=C(O)C(=O)N2Cc2cccnc2)cc1OC (stereo unspecified),-11%[5.75 µM],10,13%&9%,21,2%,1%,-7%
Cc1cccc(CSc2[nH]c(=O)ncc2C)c1,31%[activator],10,-2%,10,-3%,50%[activator],-1%
Cc1ccc(Nc2nc3ccccc3c(=O)[nH]2)cc1C,0%,37*,-5%,36*,1%,?,3%
Cc1ccc(S(=O)(=O)Nc2ccc(NC(=O)c3ccc(F)cc3)cc2)cc1,17%,-1,30%[activator],-21,-3%,?,8%[11.5 µM]
CCc1ccc(-c2cc(C)no2)cc1S(=O)(=O)N1CCN(c2ccc(OC)cc2)CC1,0%,-3,?,11,-3%,?,0%
CC(C)Cn1c2c(c(O)c(C(=O)Nn3c(Cc4ccccc4)nc4ccccc4c3=O)c1=O)CCCC2,-7%,-6,?,-13,-7%,-1%,-3%
Fc1ccccc1N1CCN(Cc2cc(-c3ccccc3)on2)CC1,32%[activator],25,22%,50,0%,2%,2%
# Next section:
SMILES,Pf growth 96h,Cycloheximide cs,HCV inh,Shiga toxin inh,Tb PYK inh,Pf growth 48h,LmPK inh
c1ccc(-c2nc(NCC3CCCO3)c3oc4ccccc4c3n2)cc1 (stereo unspecified),15µM*,-4,?,1,8%,.,13%
CCOC(=O)C1=C(O)CSC1=Nc1cccc2ccccc12,17%,-1,20%,1,-1%,13%,0%
CC(=O)Nc1ccc(/C=C/c2ccc3cccc([N+](=O)[O-])c3n2)cc1,?,23*,11µM*,75*,-7%,59%[activator],-2%
CC1Oc2ccccc2C=C1/C=N/NC(=O)c1ccccc1O (stereo unspecified),?,43*,33%[activator],+,0%,3.7µM*,4%
CCOc1ccccc1/C=N/n1c(COc2ccccc2)n[nH]c1=S,6%,2,-29%,-14,-2%,-12%,-18%
O=C(CO/N=C/c1ccc(Cl)cc1Cl)NNC(=O)c1cccc(Cl)c1,10%,-2,5%,10,3%,8%,-1%
O=C(CSc1nc2ccccc2c(=O)n1CCCO)NCc1ccccc1,-10%,10,15%,20,-30%,-5%,0%
O=C(O)CCCc1c(-[n+]2ccccc2)[nH]c2ccccc12,4%,2,-4%,-8,3%,-4%,0%
O=C(CSc1nncs1)NC(=O)NCc1ccccc1,0%[5.75 µM],-2,16%,-13,0%,-27%,5%
CCC1CCCCN1Cc1ccc(OC)c(OC)c1 (stereo unspecified),40%[activator],-9,-23%,-25,1%,5%,0%
CCOc1ccc(S(=O)(=O)NCCC(=O)NCc2ccncc2)cc1,8%,.,31%[activator],.,-6%,-2%,.
COc1ccc(OCC(NS(=O)(=O)c2ccc(-n3cnnn3)cc2)C(C)C)cc1 (stereo unspecified),70%,12,40µM*,-8,0%,?,11%
COc1cc2c(cc1OC)CN(C(=O)CSc1nnc(C)s1)CC2,.,-1,5%,-7,-3%,10%,-9%
CCN1CCN(C(c2cccc(OC)c2OC)c2nnnn2Cc2ccco2)CC1 (stereo unspecified),16%,-2,-9%,-7,-1%,21%,-6%
Cn1cnnc1Sc1ccc(C(=O)NCCC23CC4CC(CC(C4)C2)C3)cc1[N+](=O)[O-],?,2,8%,4,-12%,?,1%
CC1(C)Cc2ccccc2C2CC(O)C(=O)N21 (stereo unspecified),-27%,-1,22%,14,-14%,16%,-1%
CCN(C(=O)CSc1ccc2ccccc2n1)C1CCS(=O)(=O)C1 (stereo unspecified),-10%,-2,-15%,-8,4%,9%,6%
O=C(O)c1ccc(N2CCN(C(c3ccccc3)c3ccccc3)CC2)c([N+](=O)[O-])c1,?,-5,15%,-3,-3%,.,-1%
COC(=O)c1nnn(-c2nonc2N)c1CN1CCCC1,0%,-6,21%,-10,-1%,-7%[0.00184 µM],3%
CC(C)(C)C(=O)NCCc1nc2ccccc2n1CC(=O)c1ccc(Cl)cc1,?,-6,-12%,-7,7%,-4%,1%
CCN(CC)S(=O)(=O)c1ccc(O)c(C(=O)OCC(=O)N2c3ccccc3CC2C)c1 (stereo unspecified),50%[activator],-3,4%,13,1%,21%,1%

# Hits appear at their usual frequency (roughly 24% active in at least one column).
